Screens: PubChem BioAssay, National Center for Advancing Translational Sciences (NCATS)
D2 PAM: HTS Assay for Positive Allosteric Modulators of the Human D2 Dopamine Receptor: Primary Screen for Potentiators; HEK293 T-REx D2, calcium flux, EC20 dopamine potentiation; potentiation, % at 10 µM; 340,000 tested, 0.34% active;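 active = potentiation over 3 SD above the plate norm, cut at about 30% in these data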; note: 0% is about no effect
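Calcium flux readout, no-wash dye, 1 read/s. Inducible HEK293 Trex D2 line, overnight 30 C. Compound alone 180 s (agonist flags), then EC20 dopamine, another 180 s to score potentiation.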
D1 agonist: Allosteric Agonists of the Human D1 Dopamine Receptor: qHTS. D(1A) dopamine receptor (Homo sapiens), P21728. HEK293 T-REx D1 cells, calcium flux, agonist mode. 360,000 tested, 1% active. AID 504660, 2011. activation, % at 2 µM; in the data active = activation above about 30%; note: 0% is about no effect
Target sequence (P21728 whole entry, looked up): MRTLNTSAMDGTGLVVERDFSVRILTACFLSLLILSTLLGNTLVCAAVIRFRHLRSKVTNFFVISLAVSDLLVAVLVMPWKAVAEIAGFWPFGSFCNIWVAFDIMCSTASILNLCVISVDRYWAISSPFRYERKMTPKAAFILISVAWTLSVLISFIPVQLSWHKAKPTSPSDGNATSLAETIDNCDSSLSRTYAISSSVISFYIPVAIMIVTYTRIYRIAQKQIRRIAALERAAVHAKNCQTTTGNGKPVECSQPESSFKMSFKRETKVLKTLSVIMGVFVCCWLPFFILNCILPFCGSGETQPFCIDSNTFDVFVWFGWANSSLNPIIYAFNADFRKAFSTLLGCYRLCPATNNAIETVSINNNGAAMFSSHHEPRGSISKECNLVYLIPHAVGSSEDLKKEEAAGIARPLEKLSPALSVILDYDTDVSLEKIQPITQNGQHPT
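Tetracycline-induced HEK293 TREx D1 cells, force-coupled to calcium signalling, were dye-loaded with a no-wash calcium kit. Compound was pin-added after a 10 s baseline. Fluorescence was read kinetically at 1 cycle/s for 180 s, with calcium rises flagged as agonism.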
D1 antag: Antagonist of Human D 1 Dopamine Receptor: qHTS | D(1A) dopamine receptor (Homo sapiens), P21728 | HEK293 TREx D1 cells, calcium flux, dopamine EC80; active compounds read low | activity change, negative = inhibition, % at 10 µM | 360,000 tested, 3.2% active | AID 504652, 2011; in the data active = activity change below about -30%; note: % is set by controls: 0 for no effect and ±100 for the full control effect
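Antagonism measured as reduced calcium response to an EC80 dopamine addition following 180 s compound pre-read; cells were inducible HEK293 Trex D1 plated overnight at 30 C, read kinetically at 1 cycle/sec.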
GRP78 ERSR act: qHTS for Inducers of the Endoplasmic Reticulum Stress Response (ERSR) in Human Glioma: qHTS; 420,000 tested, 0.02% active; U87-MG GRP78 promoter luciferase reporter, 16 h; Potency, µM, without a hit: at the highest dose activation, most hits filed as activators; note: potency is the fitted concentration of half-maximal effect; series mostly up to about 76 µM; % of control where 0% means no effect; nearly all actives have a fitted effect of over 35% in size
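Stably transfected U87-MG glioma cells carrying a GRP78-based luciferase sensor; 16 h compound incubation. Luminescence end-point read 10 min after Bright-Glo addition at room temperature.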
D1 potentiator: Potentiators of Human D1 Dopamine Receptor: qHTS | D(1A) dopamine receptor (Homo sapiens), P21728 | HEK293 TREx D1 cells, calcium flux, dopamine EC20 potentiation | potentiation, % at 10 µM | 360,000 tested, 0.036% active; in the data active = potentiation above about 30%; note: 0% is about no effect
Vif-A3F inh: qHTS for Inhibitors of Vif-A3F Interactions: qHTS | Potency, µM (highest dose often 46.1 µM), for inactives: at the highest dose activity, negative = active | HeLa A3F-eYFP + Vif (tagged APOBEC3F with the HIV-1 protein that degrades it), YFP fluorescence increase | 390,000 tested, 0.2% active; note: potency is the fitted concentration of half-maximal effect; % of control where 0% means no effect; nearly all actives have a fitted effect of over 65% in size
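Fluorescence increase (Ex 488/Em 500-530) after overnight compound treatment at 37 deg C flags inhibition of Vif-driven A3F-eYFP loss in stable HeLa A3F-eYFP/Vif cells seeded overnight beforehand.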
RXFP1 antag: qHTS Assay for Antagonists of the Relaxin Receptor RXFP1. HEK293-RXFP1, relaxin-stimulated cAMP HTRF, 30 min; active compounds read low. activity change, negative = inhibition, % at 57.5 µM. 350,000 tested, 0.59% active;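 active = activity change of -60% or lower, but not beyond a set lower limit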; note: % is set by controls: 0 for no effect and ±100 for the full control effect
Vif-APOBEC3G blk: qHTS for Inhibitors of Vif-A3G Interactions: qHTS | DNA dC->dU-editing enzyme APOBEC-3G (Homo sapiens), Q9HC16 | HeLa A3G-eYFP + Vif (tagged APOBEC3G with the HIV-1 protein that degrades it), YFP fluorescence, overnight | Potency, µM (top dose mostly 46.1 µM), for the others: at the highest dose activity, negative = active, hits mostly inhibitors | 410,000 tested, 0.076% active;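 note: potency is the fitted concentration of half-maximal effect; % is set by controls: 0 for no effect and ±100 for the full control effect; nearly all actives have a fitted effect of over 60% in size; hits raise eYFP signal because A3G escapes Vif-driven loss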
Target sequence (Q9HC16 whole entry, looked up): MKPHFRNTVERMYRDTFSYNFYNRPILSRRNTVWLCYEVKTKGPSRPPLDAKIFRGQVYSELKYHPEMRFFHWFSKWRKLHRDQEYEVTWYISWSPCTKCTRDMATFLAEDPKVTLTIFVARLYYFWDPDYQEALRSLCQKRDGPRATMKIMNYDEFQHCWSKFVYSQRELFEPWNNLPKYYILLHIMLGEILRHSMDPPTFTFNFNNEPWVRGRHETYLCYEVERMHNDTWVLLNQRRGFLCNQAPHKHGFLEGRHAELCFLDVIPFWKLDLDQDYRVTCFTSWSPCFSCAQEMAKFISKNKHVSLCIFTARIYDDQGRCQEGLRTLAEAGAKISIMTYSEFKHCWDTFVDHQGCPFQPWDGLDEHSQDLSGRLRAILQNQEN
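Read-out is eYFP fluorescence (Ex 488/Em 500-530) from Vif-expressing HeLa A3G-eYFP cells; more signal means A3G escaped Vif-mediated degradation. Cells plated overnight, compound pinned in, incubated overnight at 37 deg C.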
RXFP1 ag: qHTS Assay for Agonists of the Relaxin Receptor RXFP1. HEK293T-RXFP1 cAMP TR-FRET, 30 min; response scale: percent of porcine relaxin response, buffer zero. Relaxin receptor 1 (Homo sapiens), Q9HBX9. Potency, µM (highest dose often 57.5 µM), for the others: at the top dose activation, most hits filed as activators. 370,000 tested, 0.3% active; note: potency is the fitted concentration of half-maximal effect; % is set by controls: 0 for no effect and ±100 for the full control effect; nearly all actives have a fitted effect of over 60% in size; many of its hits are not listed in these tables
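HEK293 cells stably expressing RXFP1, treated 30 min at 37C with compounds plus PDE4 inhibitor Ro 20174; cAMP measured by HTRF TR-FRET. Normalized to buffer and 29 nM porcine relaxin; EC50 by Hill fit.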
Starred values were filed as active, the others as inactive; x = not tested or not shown. Unless noted, calls come from the whole dose curve; as a rule, active = well fitted curve in the direction sought with a large enough effect; inconclusive = small, poorly fitted or top-dose-only effect, or another doubt; inactive = no such curve, though single readings can be large; an effect the other way counts as inactive or inconclusive. Not all compounds are listed. The share of hits here may be higher or lower than overall.

SMILES	D2 PAM	D1 agonist	D1 antag	GRP78 ERSR act	D1 potentiator	Vif-A3F inh	RXFP1 antag	Vif-APOBEC3G blk	RXFP1 ag
CCOc1ccc(C(=O)Nc2nnc(SCC(=O)NCC3CCCO3)s2)cc1OCC (stereo not given)	8.9	2.0	2.1	-2.4%	-2.8	2.5%	-0.9	0.6%	-0.8%
CC(C)(CNC(=O)Cc1ccc(Cl)cc1Cl)N1CCCCC1	-2.9	12.3	12.0	-2.9%	-3.8	-2.5%	-12.4	-0.6%	0.3%
O=C(NC12CC3CC(CC(C3)C1)C2)c1cc([N+](=O)[O-])ccc1Cl	-2.9	2.0	6.1	-1.6%	-0.3	-1.9%	-9.9	1.1%	-0.2%
O=C(COC(=O)c1ccccc1NCCO)Nc1cc(C(F)(F)F)ccc1N1CCOCC1	1.8	0.9	-11.7	-5.5%	-9.8	1.7%	8.9	0.2%	5.8%
N#Cc1cc2c(nc1SCC(=O)O)CCCCC2	12.0	4.0	-6.3	-1.3%	1.6	-9.3%	-1.2	0.7%	-0.2%
CC(C)CNC(=S)N1CCC(NC(=O)c2ccco2)CC1	-7.1	1.0	10.1	0.1%	2.5	12.7%	-9.3	4.5%	-2.8%
Cc1cccc(NC(=O)c2sc3nc4n(c(=O)c3c2C)N=C(c2ccc(F)cc2)CS4)c1C	-3.5	0.5	-6.3	-1.7%	-0.8	-11.7%	5.6	0.0%	-0.7%
N/C(CC(=O)Nc1ccc(F)cc1)=N\O	-0.9	1.5	5.8	-1.0%	0.6	-5.3%	x	-0.8%	0.6%
O=C(COC(=O)c1cc(=O)[nH]c2ccccc12)NC1CCCC1	1.7	2.4	9.9	-2.5%	3.3	11.6%	18.3	0.2%	3.1%
COC(=O)/C=C1\S/C(=N/NC(=O)c2ccccc2)NC1=O	0.7	-2.3	26.4	0.2%	-3.5	4.5%	-10.2	1.9%	-4.7%
CCC1(C(N)=O)CC2C=CC1C2 (stereo not given)	x	x	x	-0.6%	x	-2.0%	-7.5	2.2%	x
CSc1ccc(C(=O)C2CCCN(C(=O)Cc3nonc3C)C2)cc1 (stereo not given)	1.4	0.2	-7.0	0.3%	-7.5	2.5%	-2.5	-2.4%	-0.6%
c1ccc(Cn2nnnc2C(c2ccccc2)N2CCN(c3nc4ccccc4s3)CC2)cc1 (stereo not given)	-7.5	4.5	0.9	-3.0%	-1.4	-1.7%	-0.7	0.7%	-0.1%
Cc1nc(N2CCN(c3ccccc3)CC2)[nH]c(=O)c1C	-0.7	3.6	14.9	-4.3%	-14.3	-0.7%	-18.6	0.3%	0.4%
COCCNC(=O)C(c1ccc(C)o1)N(C(=O)Cn1nnc2ccccc21)c1ccccc1 (stereo not given)	-0.3	-0.8	12.4	-2.5%	7.5	-23.0%	1.0	-0.2%	0.1%
c1ccc(-c2ccnc3nc(N4CCN(c5ccccc5)CC4)nn23)cc1	-7.1	4.6	18.2	-1.7%	-3.1	8.3%	-15.7	2.5%	1.0%
O=c1cc(-c2cccc3ccccc23)[nH][nH]1	-8.7	-0.2	-15.9	-3.0%	3.1	-12.9%	-6.1	3.1%	0.5%
CCOc1ccc(S(=O)(=O)NCc2ccc(OC)cc2)c2cccnc12	-10.9	0.8	8.9	-1.9%	-9.8	5.4%	-2.5	2.1%	2.6%
Cc1cccc(NC(=O)/C(=C/c2cccc([N+](=O)[O-])c2)NC(=O)c2cccs2)c1	8.2	2.1	8.9	-4.9%	-1.9	-9.8%	8.8	-2.3%	-0.4%
Cc1nonc1OCCNCCNc1ccccc1[N+](=O)[O-]	x	2.4	-8.4	0.9%	2.6	-10.0%	4.1	0.6%	5.0%
COc1ccc(C(CNC(=O)c2ccco2)N2CCOCC2)cc1 (stereo not given)	-4.9	4.7	-1.6	-1.4%	-5.0	-11.0%	6.4	-3.3%	0.1%
COc1ccc(NC(=O)c2sccc2SCC#N)cc1	0.7	0.9	-0.4	8.6%	4.7	-8.4%	-9.5	-1.0%	0.0%
O=C(Cc1ccccc1)N(c1ccc(F)cc1)C1C=CS(=O)(=O)C1 (stereo not given)	-0.1	1.9	-6.6	-1.2%	-3.0	1.4%	-8.5	-0.2%	0.1%
Cc1ccc(CNC(=O)c2ccc(C)c(S(=O)(=O)N3CCCCC3)c2)cc1	9.8	1.5	-1.1	-3.9%	0.8	7.6%	12.4	0.6%	-1.3%
CCCSC1=C(C#N)C(c2cccs2)C(C(=O)Nc2ccccc2)=C(C)N1 (stereo not given)	6.7	8.7	-0.5	-2.2%	-7.3	-1.4%	-2.4	0.2%	0.3%

Later entries
SMILES	D2 PAM	D1 agonist	D1 antag	GRP78 ERSR act	D1 potentiator	Vif-A3F inh	RXFP1 antag	Vif-APOBEC3G blk	RXFP1 ag
N#C/C(=C/C1=C(N2CCOCC2)C(=C/c2ccc(Cl)cc2)/CC1)C(=O)Nc1ccccc1F	x	x	x	-6.7%	x	-18.5%	-8.6	0.4%	x
COc1ccc(OC)c(NC(=O)CSc2nnc(C3CCCCC3)o2)c1	x	4.5	0.2	-4.8%	-5.5	-2.2%	4.8	1.2%	3.8%
CC(=O)c1sc2nc(-c3cccs3)ccc2c1N	6.3	11.3	0.8	16.4%	-2.4	-2.4%	-5.7	-12.4%	7.5%
O=[N+]([O-])c1cc(-c2cnc3ccccc3n2)ccc1Oc1ccc(Cl)cc1	-9.1	5.7	-7.6	-2.3%	-6.5	-6.0%	x	5.1%	2.4%
O=C(N/C=C/n1cnc2cc(C(F)(F)F)ccc21)c1ccc(F)cc1	x	x	x	-2.1%	x	1.7%	-5.6	-0.1%	x
CC(=O)Nc1ccc(S(=O)(=O)N2CCN(C(=O)c3cccnc3)CC2)cc1	13.4	1.7	-1.4	-3.7%	7.0	6.1%	-20.3	0.3%	-2.4%
COc1cc(C(=O)N/N=C/c2ccc3c(c2)c2ccccc2n3C)ccc1O	2.0	0.5	-24.9	2.8%	-1.7	7.3%	-2.6	-28.9%	1.6%
COc1ccc(NC(=O)c2c(C)cc(=O)oc2C)c(OC)c1	-11.6	0.0	-4.5	-4.5%	-5.2	5.0%	-0.4	0.0%	0.2%
COc1ccc(C2CC(c3cccs3)=NN2C(=O)COC(=O)C2CCCCC2)cc1OC (stereo not given)	1.8	4.4	3.6	-3.9%	-7.8	7.8%	3.5	0.4%	0.2%
CN(C)CCC#CC1(O)c2ccccc2-c2ccccc21	-2.6	5.5	-3.9	-3.5%	-1.7	-1.2%	0.6	1.1%	-2.5%
COCC1CCN(Cc2cn[nH]c2-c2ccc(OC)cc2F)C1 (stereo not given)	-4.8	2.7	-6.5	-2.3%	-2.6	-21.6%	5.7	-4.3%	0.3%
Cc1csc(Nc2ccc(C(=O)O)cc2)n1	1.3	3.9	8.5	1.3%	1.6	6.8%	9.7	-2.0%	1.6%
CC(=O)c1ccc(Oc2nc(C)nc3c2oc2ccccc23)cc1	-12.6	0.0	-13.7	-3.1%	-4.8	-0.4%	-5.3	2.3%	-1.4%
NCCCC[C@@H](C(=O)N1CCNCC1)n1cc([C@@H](N)CO)nn1	2.6	-1.1	18.8	-3.4%	-0.3	6.3%	x	-14.7%	-3.4%
O=C(Nc1ccc(S(=O)(=O)Nc2nccs2)cc1)c1cc(=O)[nH]c2ccccc12	-7.1	2.9	0.5	-1.2%	-8.6	6.6%	5.5	-2.3%	-0.1%
C[C@@H]1CNC(=O)c2c(C(=O)NCC(=O)OC(C)(C)C)ncn21	x	x	x	-3.6%	x	-2.1%	2.5	7.0%	x
O=C(CSc1nnc(SCc2cccc3ccccc23)s1)c1ccc2c(c1)OCO2	8.0	3.7	6.9	0.0%	4.7	1.8%	-0.2	1.1%	0.3%
Cc1cc(=O)oc2cc(OCC(=O)N3CCC(C(N)=O)CC3)ccc12	-6.1	1.5	0.2	0.5%	2.5	9.0%	x	1.1%	1.1%
O=C(CCSc1nc2cc(Cl)ccc2o1)N1CCOCC1	0.0	3.4	-10.8	0.5%	-1.8	-2.6%	-4.2	-0.4%	0.3%
O=C(Nc1ccnn1C1CCN(C(=O)Cc2ccccc2F)CC1)C1CC1	4.5	1.7	31.4	-1.5%	-0.3	-13.2%	1.2	-5.1%	-2.8%
CCc1ccc(C2CC(=O)c3c([nH]c(C(=O)OCC4CCCCC4)c3C)C2)cc1 (stereo not given)	8.6	0.9	8.2	-4.8%	-3.2	-0.2%	1.8	-1.1%	-0.4%
COc1ccc(CC(C)N2CCN(c3ccccc3)CC2)cc1OC (stereo not given)	-13.3	0.3	-3.6	-5.1%	-3.5	-0.3%	-6.3	-11.7%	-0.7%
Cc1ccc(NC(=O)c2cc(N3C(=O)CCC3=O)ccc2N2CCCCC2)cc1	19.2	-0.2	2.6	-3.8%	0.1	0.3%	4.3	0.5%	4.2%
O=C(NCc1ccccc1)c1cc(-n2cnnc2)ccc1Cl	-8.4	3.5	5.2	-0.3%	-3.5	-2.0%	5.4	0.2%	3.1%
CCOc1ccc(C(=O)NCC(=O)NNC(=O)c2ccco2)cc1OCC	x	x	x	-4.2%	x	-10.5%	-8.9	-0.7%	x
COc1cc(/C=N\NC(=O)c2cccc(Cl)c2)ccc1Oc1ccc([N+](=O)[O-])cn1	-7.1	0.2	2.4	3.6%	-3.9	-9.3%	-6.4	-10.0%	-2.7%

Three structures already listed, sorted by number of heavy atoms, ascending.
SMILES	D2 PAM	D1 agonist	D1 antag	GRP78 ERSR act	D1 potentiator	Vif-A3F inh	RXFP1 antag	Vif-APOBEC3G blk	RXFP1 ag
COc1ccc(NC(=O)c2c(C)cc(=O)oc2C)c(OC)c1	-11.6	0.0	-4.5	-4.5%	-5.2	5.0%	-0.4	0.0%	0.2%
Cc1cc(=O)oc2cc(OCC(=O)N3CCC(C(N)=O)CC3)ccc12	-6.1	1.5	0.2	0.5%	2.5	9.0%	x	1.1%	1.1%
COc1ccc(OC)c(NC(=O)CSc2nnc(C3CCCCC3)o2)c1	x	4.5	0.2	-4.8%	-5.5	-2.2%	4.8	1.2%	3.8%
